# APE1 inh: blocks human APE1 abasic DNA cleavage | AID 2517 | P27695 | recombinant APE1, TAMRA/BHQ-2 abasic DNA cleavage fluorescence | Potency, µM (series often up to 65.8 µM), without a hit: top-dose activity change, negative = inhibition, hits mostly inhibitors | 350,000 tested, 0.35% active;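 also: plate controls were vehicle for no effect and reference inhibitor for full effect; nearly all actives have a fitted effect of over 55% in size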
#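 Readout is kinetic fluorescence (ex 525, em 598 nm) from cleavage of 50 nM TAMRA/BHQ-2 THF abasic duplex by 0.75 nM APE1, compound added 15 min beforehand at RT.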
# BAZ2B inh: blocks human BAZ2B; Potency, µM (series often up to 114 µM), without a hit: at the highest dose activity change, negative = inhibition, hits mostly inhibitors; AlphaScreen BAZ2B-H3K14Ac peptide displacement; Q9UIF8; 360,000 tested, 4.4% active; also: % is scaled to controls: 0 for no effect and ±100 for the full control effect; nearly all actives have a fitted effect of over 60% in size
#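 Multi-concentration screen (max 110 uM) measuring displacement of acetylated histone H3 peptide from BAZ2B by AlphaScreen, using 50 nM protein, 50 nM peptide and 10 ug/mL streptavidin donor plus Ni-chelate acceptor beads.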
# JMJD2A Tudor: blocks the human JMJD2A Tudor domain | AID 504339 | AlphaScreen JMJD2A-Tudor / H3K4me3 peptide binding | Potency, µM (series often up to 114 µM), without a hit: at the top dose activity change, negative = inhibition, hits mostly inhibitors | O75164 | 390,000 tested, 4.4% active; also: % is scaled to controls: 0 for no effect and ±100 for the full control effect; nearly all actives have a fitted effect of over 50% in size
# POLB inh: DNA polymerase beta (human) inhibition | P06746 | Pol beta primer extension/strand displacement, fluorescence kinetic | Potency, µM (highest dose often 114 µM), without a hit: at the top dose activity change, negative = inhibition, hits mostly inhibitors | 340,000 tested, 1.3% active | AID 485314; also: % is scaled to controls: 0 for no effect and ±100 for the full control effect
#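 Homogeneous kinetic assay of primer extension and strand displacement by 10 nM Pol beta, preincubated 15 min at room temperature with compound before 50 nM substrate (final) was added. Read at 0 and 10 min; four-parameter Hill fit.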
# BLM helicase inh: blocks DNA unwinding by human BLM helicase | P54132 | recombinant BLM DNA unwinding, fluorescence dequenching | Potency, µM (series often up to 56.1 µM), for inactives: top-dose activity change, negative = inhibition, most hits filed as inhibitors | 350,000 tested, 0.2% active | AID 2528;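 also: plate controls were vehicle for no effect and no enzyme for full effect; nearly all actives have a fitted effect of over 35% in size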
# Pol kappa inh: blocks human DNA polymerase kappa activity; Potency, µM (top dose mostly 107 µM), without a hit: at the highest dose activity, negative = inhibition, actives largely listed as inhibitors; purified Pol kappa, fluorescent DNA synthesis assay, 10 min; AID 588579; Q9UBT6; 400,000 tested, 0.53% active; also: % is scaled to controls: 0 for no effect and ±100 for the full control effect
#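 10 nM Pol kappa was preincubated with compounds for 15 min at room temperature. Reaction started with 50 nM (final) substrate. Fluorescence read kinetically at 0 and 10 min.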
# Pol iota inh: DNA polymerase iota (human) inhibition; Potency, µM (series often up to 115 µM), inactives show top-dose activity, negative = inhibition, usual class: inhibitors; Pol iota fluorescent replication assay, 10 min; Q9UNA4; 390,000 tested, 1% active
#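 Pol iota at 10 nM preincubated 15 min with compounds at room temperature; reaction started with fluorescent substrate, 50 nM final. Fluorescence read kinetically at 0 and 10 min; buffer-only wells as negative control.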
# POLH inh: inhibitors of human DNA polymerase eta; Potency, µM (highest dose often 114 µM), inactives show top-dose activity change, negative = inhibition, usual class: inhibitors; 390,000 tested, 1.2% active; Q9Y253; recombinant Pol eta, fluorescent DNA replication assay; AID 588591; also: % is scaled to controls: 0 for no effect and ±100 for the full control effect
#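 Pol eta (10 nM) was preincubated with compounds for 15 min at room temperature, after which fluorescent replication substrate (50 nM final) was added to start the reaction. Fluorescence was read kinetically at 0 and 10 min.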
# G9a inh: G9a (human) methyltransferase inhibition; 350,000 tested, 8.8% active; G9a H3K9 monomethylation, AlphaScreen, 2 h; Q96KQ7; Potency, µM (series often up to 102 µM), without a hit: at the top dose activity, negative = inhibition, actives largely listed as inhibitors; also: % is scaled to controls: 0 for no effect and ±100 for the full control effect; nearly all actives have a fitted effect of over 75% in size
#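 AlphaScreen read-out: biotin-H3K9 peptide (500 nM) methylation by 20 nM enzyme with 20 uM SAM, 2 h at room temperature after 15 min compound preincubation; anti-monomethyl H3K9 antibody plus donor/acceptor beads, 10 min dark.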
# * marks the source's active call; other numbers are inactive results; ? = inconclusive; / = no result given; [ ] = dose if it differs, or a comment. Calls follow the shape of the dose curve; as a rule, active = well fitted curve in the direction sought with a large enough effect; inconclusive = small, poorly fitted or top-dose-only effect, or another doubt; inactive = no such curve, though single readings can be large; an effect the other way counts as inactive or inconclusive. Potency is read from the fitted curve at half-maximal effect. The list is partial, so the mix of outcomes need not match the whole.
no.	BLM helicase inh	BAZ2B inh	G9a inh	POLB inh	POLH inh	Pol iota inh	JMJD2A Tudor	Pol kappa inh	APE1 inh	canonical_smiles
1	/	-3%	?	/	-7%	20%	-10%	-4%	3%	CN(Cc1ccccc1F)C(=O)CN1C(=O)NC2(CCc3ccccc32)C1=O (stereo not given)
2	-8%	3%	/	-20%	-16%	132%[activator]	-6%	-10%	0%	CCOC(=O)c1cc(C#N)c(Nc2ccc(C)cc2)nc1C(F)(F)F
3	-3%	4%	-3%	11%	4%	-1%	-23%	-3%	0%	Cc1nc(CSc2nnc3scc(-c4ccccc4)n23)cs1
4	-5%	-24%	-10%	19%	-1%	-23%	-10%	-9%	10%	CCOC(=O)C1C(=O)CC(C)(O)C(C(=O)OCC)C1c1ccc(SC)cc1 (stereo not given)
5	-3%	-31%	45µM*	10%	-16%	72%[activator]	-6%	1%	-7%	COc1ccc(C2NC(=O)C(C#N)=C(S)N2c2ccccc2)cc1OC (stereo not given)
6	2%	2%	30%[59 µM]	4%	/	18%	3%	8%	/	COc1ccc(OCC(=O)Nc2cccc(-c3nc4ccccc4s3)c2C)cc1
7	0%	-18%	-4%	3%	2%	-1%	-4%	-3%	1%	COCCCNC(=S)NC1CC2CCCC(C1)N2Cc1cccs1 (stereo not given)
8	-5%	0%	38%	-27%	-11%	8%	-8%	-10%	?	O=S(=O)(Nc1ccc(Cl)cc1)c1ccc2c(c1)CCO2
9	0%	-3%	3%	9%	-18%	118%[activator]	4%	-7%	-11%	Cn1cc(-c2ccccc2C(N)=O)c(=O)c2ccccc21
10	0%	11%	1%	7%	-12%	-8%	-6%	2%	-2%	Cc1c(NS(=O)(=O)c2cccs2)c(=O)n(-c2ccccc2)n1C

# 2 neighbouring entries from above, for reference:
no.	BLM helicase inh	BAZ2B inh	G9a inh	POLB inh	POLH inh	Pol iota inh	JMJD2A Tudor	Pol kappa inh	APE1 inh	canonical_smiles
6	2%	2%	30%[59 µM]	4%	/	18%	3%	8%	/	COc1ccc(OCC(=O)Nc2cccc(-c3nc4ccccc4s3)c2C)cc1
7	0%	-18%	-4%	3%	2%	-1%	-4%	-3%	1%	COCCCNC(=S)NC1CC2CCCC(C1)N2Cc1cccs1 (stereo not given)

# The list goes on.
no.	BLM helicase inh	BAZ2B inh	G9a inh	POLB inh	POLH inh	Pol iota inh	JMJD2A Tudor	Pol kappa inh	APE1 inh	canonical_smiles
11	-3%	5%	-26%	9%	/	/	/	/	6%	O=C(c1cccn2c(=O)c3cc4ccccc4cc3nc12)N1CCN(c2ccccc2)CC1
12	-7%	0%	-9%[12.7 µM]	-12%	-8%	5%	4%	-18%	0%	CC(OC(=O)c1ccc(C(C)(C)C)cc1)C(=O)NC1CCCCC1C (stereo not given)
13	-6%	-1%	?	1%	-14%	-7%	-3%	-7%	1%	CC1CN(S(=O)(=O)c2ccc(Cl)c(C(F)(F)F)c2)CC(C)O1 (stereo not given)
14	/	/	/	/	-4%	-5%	-8%	1%	-12%	Cc1cccc(C(=O)NCC(=O)OCC(=O)c2ccc(Br)s2)c1
15	1%	5%	8%	-8%	-21%	32%[activator]	-7%	0%	-10%	CC1C(=O)Nc2ccc(S(=O)(=O)N3CCN(c4ccccc4F)CC3)cc2NC1=O (stereo not given)
16	/	/	/	/	-9%	11%	-17%	2%	/	Cn1c2c(sc1=O)CCC2
17	-1%	-30%	?	15%	-7%	3%	-14%	5%	6%	OCCN1CCN(c2nc3ccccc3nc2-c2ccccc2)CC1
18	2%	2%	40%	-19%	-19%	12%	0%	-5%	46%[activator]	COc1ccc(CNC(=O)c2ccc(CS(=O)(=O)c3ccc(C)cc3)o2)cc1
19	-3%	-2%	3%[0.501 µM]	34%[activator]	-12%	61%[activator]	-12%	3%	-1%	Cc1cc(C)cc(Nc2c3c(nc4ncnn24)CCC3)c1
20	-1%	5%	-8%	18%	7%	9%	-5%[57.1 µM]	1%	1%	CCOC(=O)N1CCC(NS(=O)(=O)c2ccc3c(c2)OCC(=O)N3)CC1
21	/	/	/	/	-21%	?	-33%	-5%	/	CC(NC(=O)c1cccc(S(=O)(=O)N2CCN(Cc3ccccc3)CC2)c1)c1ccccc1Cl (stereo not given)
22	-8%	-1%	?	0%	-5%	2%	-1%	2%	1%	CC(C)(C)C(=O)Nc1nc(C2CCCN2S(=O)(=O)c2ccc(Cl)cc2)cs1 (stereo not given)
23	-1%	-3%	1%	13%	-8%	9%	0%	4%	-6%	COc1ccc(CNC(=O)c2ccc(NS(=O)(=O)c3c(C)noc3C)cc2)cc1
24	-9%	4%	19%[59 µM]	4%	-13%	65%[activator]	8%	-22%	3%	COC(=O)COc1ccc(-c2ccc(F)cc2)cc1C=O
25	-12%	40%[activator]	3%[59 µM]	1%	/	11%	50%[activator]	-18%	/	CCOc1ccccc1NC(=O)Cc1csc(COc2cccc(C)c2)n1
26	-3%	-26%	-28%[59 µM]	-27%	-11%	-8%	-14%	4%	4%	COc1cccc(C(=O)Nc2ccc(N3CCN(Cc4ccccc4)CC3)cc2)c1
27	1%	-8%	-23%[59 µM]	42%	1%	1%	-26%	-2%	-6%	CC(C)(C)NC(=O)C(c1ccc(Cl)cc1)N(Cc1ccco1)C(=O)CCl (stereo not given)
28	-2%	-10%	-4%	0%	-26%	87%[activator]	?	-10%	1%	Cc1ccc2c(c1)c(-c1ccccc1)nc1nnnn12
29	/	/	/	/	-7%	4%	7%	5%	-9%	COCCCn1cnnc1SC(C)C(=O)Nc1ccc(S(=O)(=O)N2CCOCC2)cc1 (stereo not given)
30	-20%	-7%	/	19%	-17%	40%[activator]	-20%	-12%	19%	COc1c(Cl)cc(Cl)cc1CNc1ccc(S(N)(=O)=O)cc1
31	-10%	11%	-12%[59 µM]	3%	-18%	12%	18%	-12%	?	COc1ccc(CCn2c(N)c(C(=O)NCc3ccco3)c3nc4ccccc4nc32)cc1OC
32	-1%	-8%	?	10%	-8%	22%	-20%	-3%	25%	O=C1C(=O)N(CCCO)C(c2ccc(Br)cc2)/C1=C(\O)c1ccc(Br)cc1 (stereo not given)
33	/	6%	19%[59 µM]	/	-27%	66%[activator]	3%	-1%	47%[activator]	O=C(NCC(=O)N1CCN(c2ncccn2)CC1)c1ccc(F)cc1
34	3%	13%	/	31%	-7%	0%	-2%	-2%	12%	CCC(=O)N(c1ccc(F)cc1)C1C=CS(=O)(=O)C1 (stereo not given)
35	-1%	71µM*	6%	26%	-2%	37%[activator]	?	4%	18%	COc1ccc(C(=O)O)cc1S(=O)(=O)NCc1ccccn1
36	-12%	-20%	-15%	-1%	-5%	-4%	-17%	-9%	-6%	COc1ccc(-n2c(C)nc3c(cnn3-c3ccc(C)cc3)c2=O)cc1
37	-1%	-36%	-41%[12.7 µM]	18%	-9%	14%	-34%	-3%	8%	COCC(=O)Nc1nc2n(n1)C(c1ccc(OC)cc1)CC(c1ccc(OC)cc1)N2 (stereo not given)
38	-3%	-21%	-13%	0%	-9%	10%	-21%	-16%	-8%	Cc1ccc([N+](=O)[O-])cc1N1C(=O)CS/C1=N\NC(=O)c1cccnc1
39	/	4%	7%[12.7 µM]	/	/	/	-16%	/	-6%	O=S(=O)(NC[C@@H]1CCC[C@H](CNS(=O)(=O)c2c(F)cccc2F)C1)c1ccc2c(c1)OCCO2
40	0%	-9%	/	?	-10%	27%	-28%	-5%	-10%	CC(=O)Nc1ccc(-c2csc(NCCc3ccccc3)n2)cc1
41	0%	/	25%[59 µM]	20%	-14%	-12%	-17%	2%	10%	CN1C(=O)N(C)C2(c3ccccc3)N(C)C(=O)NC12c1ccccc1 (stereo not given)
42	-1%	0%	8%	24%	-12%	4%	5%	-5%	19%	CC1CN(CCCCSc2ccccc2)CC(C)O1 (stereo not given)
43	/	-4%	4%[59 µM]	/	-8%	14%	-8%	-8%	-6%	CN(C)CCCNC(=O)c1ccc(Cl)c(S(=O)(=O)N2CCCCCC2)c1

# Gathered by group, the compounds so far with a Cl atom.
no.	BLM helicase inh	BAZ2B inh	G9a inh	POLB inh	POLH inh	Pol iota inh	JMJD2A Tudor	Pol kappa inh	APE1 inh	canonical_smiles
8	-5%	0%	38%	-27%	-11%	8%	-8%	-10%	?	O=S(=O)(Nc1ccc(Cl)cc1)c1ccc2c(c1)CCO2
13	-6%	-1%	?	1%	-14%	-7%	-3%	-7%	1%	CC1CN(S(=O)(=O)c2ccc(Cl)c(C(F)(F)F)c2)CC(C)O1 (stereo not given)
21	/	/	/	/	-21%	?	-33%	-5%	/	CC(NC(=O)c1cccc(S(=O)(=O)N2CCN(Cc3ccccc3)CC2)c1)c1ccccc1Cl (stereo not given)
22	-8%	-1%	?	0%	-5%	2%	-1%	2%	1%	CC(C)(C)C(=O)Nc1nc(C2CCCN2S(=O)(=O)c2ccc(Cl)cc2)cs1 (stereo not given)
27	1%	-8%	-23%[59 µM]	42%	1%	1%	-26%	-2%	-6%	CC(C)(C)NC(=O)C(c1ccc(Cl)cc1)N(Cc1ccco1)C(=O)CCl (stereo not given)
30	-20%	-7%	/	19%	-17%	40%[activator]	-20%	-12%	19%	COc1c(Cl)cc(Cl)cc1CNc1ccc(S(N)(=O)=O)cc1
43	/	-4%	4%[59 µM]	/	-8%	14%	-8%	-8%	-6%	CN(C)CCCNC(=O)c1ccc(Cl)c(S(=O)(=O)N2CCCCCC2)c1

# Screening results: PubChem, National Center for Advancing Translational Sciences (NCATS)
